ADAM17 inh: inhibits human ADAM17; inhibition, % at 6.95 µM; actives 0.83% (n = 370,000); P78536; recombinant ADAM17, EDANS/DABCYL FRET peptide cleavage;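 active means inhibition above the mean of compounds lying between control limits plus 3 SD, set per campaign, cut at about 8.5% in these data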;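 further: 0% = DMSO-only wells as the low control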
TDP2 inh: TDP2 (human) inhibition, absorbance primary screen. inhibition, % at 12.8 µM. actives 0.34% (n = 370,000). recombinant TDP2, T5PNP hydrolysis, p-nitrophenol absorbance 415 nm. O95551;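 active means inhibition above the mean of all tested compounds plus 3 SD, set per campaign, cut at about 25% in these data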;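 further: 0% = DMSO with enzyme and 100% = buffer with substrate but no TDP2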
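Material: recombinant human TDP2; quantity: TDP2 enzyme at 120 nM final; medium: Tris-HCl pH 7.5 with MgCl2; compound: single concentration, 12.8 µM nominal, with 1% DMSO; incubation: 2 h enzyme incubation at 37 °C; signal: epi absorbance; measure: percent inhibition; benchmarks: high control without enzyme, low control DMSO plus TDP2; repeats: singlicate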
LEDGF integ inh: blocks HIV-1 LEDGF/p75-dependent DNA integration. TR-FRET IN-LEDGF/p75 DNA integration, Eu/Cy5. inhibition, % at 3.7 µM. actives 0.64% (n = 370,000). AID 743269;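 active means inhibition above the screen-wide mean plus 3 SD, cut at about 13% in these data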;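 further: signal is the Cy5 over europium emission ratio at 671 and 618 nm; 0% = plate median of compound wells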
PLC-gamma1 inh: PLC-gamma1 (human) inhibition, primary screen. P19174. purified PLC-gamma1, fluorogenic substrate, fluorescence. inhibition, % at 12.2 µM. actives 0.84% (n = 370,000); in the data active means inhibition above about 9.5%
ADAM10 inh: inhibitors of human ADAM10. inhibition, % at 7 µM. recombinant ADAM10, EDANS/DABCYL FRET peptide cleavage, 3 h. actives 0.62% (n = 370,000). AID 720582. O14672;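 active means inhibition above a per-campaign cutoff equal to the mean of compounds falling between control-based bounds plus 3 SD, cut at about 20% in these data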;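 further: 0% = DMSO wells while the 100% control is not disclosed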
Target sequence (O14672 214-748 limits assumed): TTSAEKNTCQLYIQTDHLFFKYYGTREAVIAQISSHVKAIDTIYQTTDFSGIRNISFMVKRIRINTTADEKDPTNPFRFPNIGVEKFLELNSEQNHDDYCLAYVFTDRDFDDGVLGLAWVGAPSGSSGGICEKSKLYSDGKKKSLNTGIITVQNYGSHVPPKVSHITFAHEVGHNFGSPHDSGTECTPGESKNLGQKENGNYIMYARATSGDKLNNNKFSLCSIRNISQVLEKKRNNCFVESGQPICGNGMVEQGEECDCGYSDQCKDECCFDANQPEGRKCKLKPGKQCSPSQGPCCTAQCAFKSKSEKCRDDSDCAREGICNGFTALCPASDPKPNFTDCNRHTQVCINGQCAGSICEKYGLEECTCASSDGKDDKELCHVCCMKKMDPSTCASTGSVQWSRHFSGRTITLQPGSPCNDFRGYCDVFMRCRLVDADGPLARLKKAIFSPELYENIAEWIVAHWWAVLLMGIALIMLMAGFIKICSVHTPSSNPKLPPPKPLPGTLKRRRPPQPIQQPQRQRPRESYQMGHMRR
proKLK7 act: activators of human kallikrein-7 zymogen; activation, % at 7 µM; AID 652039; purified proKLK7, EDANS-DABCYL substrate fluorescence; 100% is mature enzyme control, 0% vehicle; P49862; actives 0.9% (n = 370,000);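 active means activation above the mean of all tested compounds plus 3 SD, computed per campaign excluding outliers beyond control limits, cut at about 13% in these data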
Target sequence (P49862 whole entry, looked up): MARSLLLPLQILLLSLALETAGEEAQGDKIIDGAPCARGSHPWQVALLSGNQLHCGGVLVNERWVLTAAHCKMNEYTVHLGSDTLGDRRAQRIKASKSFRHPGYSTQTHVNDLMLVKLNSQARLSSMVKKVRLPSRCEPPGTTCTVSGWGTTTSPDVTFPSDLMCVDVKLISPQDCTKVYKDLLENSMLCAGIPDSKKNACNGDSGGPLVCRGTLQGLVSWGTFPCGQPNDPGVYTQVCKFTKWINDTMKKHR
Tn7 DDE FP: disrupts Tn7 cyclic peptide binding to fibrin D-Dimer-E complex | P02675 | FP displacement of FITC-Tn7 peptide from fibrin DD(E); 0% = median of compound wells per plate | inhibition, % at 8.3 µM | actives 0.13% (n = 370,000);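 active means inhibition above the mean of compounds falling within the control limits plus 3 SD of them, cut at about 14% in these data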;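 further: 0% = plate median of compound wells and 100% = 10 µM Aha-Tn7 peptide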
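Measure: % inhibition scaled between sample-field median and high-control FP; Test system: human fibrin DD(E); Quantity: 2 µM final DD(E) protein; Doses: one dose, 8.3 µM nominal; Schedule: compound with protein 10 min, then 3 h after probe, room temperature; Detection: fluorescence polarization; Medium: Tris buffer with calcium and detergent, pH 7.8.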
DDE Tn6 FP inh: inhibitors of Tn6 peptide binding to human fibrin DD(E); actives 0.21% (n = 370,000); P02675; Fibrin DD(E) TRITC-Tn6 fluorescence polarization displacement; inhibition, % at 8.3 µM;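 active means inhibition above a per-campaign cutoff: mean of compounds within control limits plus 3 SD, cut at about 15% in these data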;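 further: 0% = median of all compound wells on the plate and 100% = blocking peptide control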
ASAP1 inh: inhibitors of human ASAP1 ArfGAP activity | AID 624377 | Q9ULH1 | inhibition, % at 16.5 µM | ASAP1-stimulated ARF1 GTP hydrolysis, GDP FP detection | actives 0.19% (n = 360,000); in the data active means inhibition above about 25%;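 further: 0% = vehicle with enzyme and substrate and 100% = no enzyme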
ARFGAP1 inhibitor: inhibitors of rat ARFGAP1. Arfgap1-stimulated ARF1 GTP hydrolysis, GDP FP detection. inhibition, % at 16.5 µM. actives 0.26% (n = 360,000). AID 651572;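 active means inhibition above a per-plate limit, mean inhibition of low control wells plus 3 SD, cut at about 25% in these data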;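 further: 0% = DMSO wells with enzyme and 100% = wells lacking Arfgap1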
Target sequence (Q62848 1-136 limits assumed): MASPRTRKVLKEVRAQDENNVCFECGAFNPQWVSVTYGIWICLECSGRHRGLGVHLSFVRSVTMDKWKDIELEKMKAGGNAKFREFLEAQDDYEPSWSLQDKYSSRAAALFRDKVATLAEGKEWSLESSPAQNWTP
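Material: rat Arfgap1 catalytic domain, aa 1-136; also added: human ARF1(Δ1-17)-GTP substrate; compound dosing: one concentration, 16.5 µM, DMSO 1.26%; incubation: GTP hydrolysis reaction 2 h at 25 °C; measured by: Tracer-displacement fluorescence polarization with EDTA stop, 620/688 nm; evaluation: % inhibition from polarization; repeats: one replicate per compound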
Starred values were filed as active, the others as inactive; i = inactive; / = no result given.

SMILES,ASAP1 inh,PLC-gamma1 inh,ADAM10 inh,proKLK7 act,DDE Tn6 FP inh,Tn7 DDE FP,TDP2 inh,ADAM17 inh,ARFGAP1 inhibitor,LEDGF integ inh
COC(=O)Nc1ccc(Cc2ccncc2)cc1,-1.8,-0.2,5.8,-0.1,-2.2,-4.7,-4.3,-0.8,7.0,1.6
C=CCNC(=O)C1CC(=O)N(c2ccc(OCC(=O)Nc3ccc(C)cc3)cc2)C1 (centres undefined),-3.3,1.5,-1.3,0.5,-6.3,-2.3,-0.9,-3.1,-4.7,-0.5
C/C(=N\NC(=O)c1cccnc1)c1ccc(-c2ccccc2)cc1,6.8,-1.1,-8.6,-0.4,-3.8,0.9,-2.7,-6.5,5.4,-2.2
CCCOc1c(Br)cc(C2C3=C(CCCC3=O)N(CC)C3=C2C(=O)CCC3)cc1OC,7.0,-449.2,i,-1.3,-2.7,-41.7,3.1,-198.5,-10.1,3.0
COc1ccc(CN(C)CC(O)COC(c2ccc(OC)cc2)c2ccc(OC)cc2)cc1 (centres undefined),6.2,2.4,5.7,-0.1,-7.2,0.1,-22.6,-1.7,16.1,-2.0
CN1C(C(=O)N2CCc3ccccc3C2)=CC(c2ccc(F)cc2)=NS1(=O)=O,-6.2,-16.0,-18.6,-1.3,5.1,-5.8,-1.0,-0.4,4.1,-1.5
Cc1ccc(S(=O)(=O)N2C[C@H]3C(=O)C[C@@H](c4ccccc4)N(S(=O)(=O)c4ccc(C)cc4)[C@H]3C[C@H]2c2ccccc2)cc1,-6.4,3.0,-6.4,0.1,-2.1,0.9,3.2,-0.2,4.6,-0.3
CCn1c(SCC(=O)Nc2ncc(C(F)(F)F)cc2Cl)nnc1-c1cccc(C)c1,7.3,6.7,3.6,0.3,-8.2,-9.2,-21.2,10.0*,-6.3,3.7
COc1ccc(CCCc2nnc(SCC(=O)Nc3nc(C)cs3)n2C)cc1,-13.5,3.5,9.0,0.2,-5.8,-1.1,-13.0,0.9,-6.1,1.4
O=[N+]([O-])c1ccc(S(=O)(=O)NN=Cc2ccc3c(c2)OCO3)cc1,-11.5,2.8,-19.5,-0.2,-13.2,-1.7,-16.4,0.4,-9.9,0.4
COc1ccc2nc(NC(=O)C3CCN(S(=O)(=O)c4cnc[nH]4)CC3)sc2c1,9.3,-1.2,-5.5,0.4,1.1,3.3,-3.8,-5.4,-0.6,-0.1
COCc1[nH]nc2c1C(c1ccc3c(c1)OCO3)N(Cc1ccccc1)C2=O (centres undefined),-10.0,-1.3,-0.1,-0.1,4.0,4.4,2.8,-0.7,-1.1,-0.7
O=C(NCCCN1CCCC1)c1ccc(CSCc2cccc(Cl)c2)o1,-8.4,0.5,3.7,-0.2,-7.8,-6.6,1.5,-2.3,1.9,-0.1
O=C(c1cc2ccccc2oc1=O)N(Cc1ccco1)Cc1cccs1,9.3,-0.3,5.4,-0.3,4.9,-2.8,-3.9,-2.2,-3.1,5.0
O=C(NCc1ccc(F)cc1)Nc1ccccc1,-1.6,-0.9,-8.6,-0.2,-2.3,-10.5,10.2,-1.2,-5.1,-0.2
Cc1ccc(CNC(=O)Cn2nnc3ccccc3c2=O)cc1,2.1,-0.7,2.9,-0.4,-0.8,1.4,10.7,-2.3,-11.3,0.7
Cc1cc([N+](=O)[O-])nn1Cc1noc(C(=O)NCCc2ccccn2)n1,1.0,-1.9,-1.3,0.4,2.3,8.9,-1.9,-2.1,-4.2,-2.5
O=C(NNC(=O)c1ccccc1O)c1ccc(-c2ccc([N+](=O)[O-])cc2)o1,-0.4,-3.5,-3.0,0.2,2.6,1.6,-6.0,-3.6,0.6,-6.5
CS(=O)(=O)N(Cc1ccc(C(=O)NC2CCCCC2O)cc1)c1ccccc1 (centres undefined),13.7,1.7,-2.2,0.2,-2.0,-4.3,2.0,-1.5,-3.6,-0.7
Nc1cccc(-c2nc3ncccc3o2)c1,6.5,-128.5,-4.8,0.6,1.0,-6.9,-2.9,-4.0,-0.8,5.4
O=C(Cc1ccc2ccccc2c1)Nc1ccccc1Br,11.8,-2.0,12.3,0.4,2.5,2.1,-11.2,0.2,3.3,0.0
Fc1ccc(CNC(=S)NCc2ccc(F)cc2)cc1,7.4,0.0,0.9,-0.8,-4.6,3.4,12.0,1.1,-4.0,2.4
CC1(C)CC2(CC(C)(C)N1)OC(=O)N1CCc3ccccc3C12C (centres undefined),-3.7,0.5,-2.4,0.4,3.1,0.6,1.1,-0.1,-3.2,1.6
CCC[C@H]1[C@@H](OC(=O)NCc2cccc(C(F)(F)F)c2)CC[C@@]23CCCN2C(=O)CCC[C@@H]13,/,1.0,12.5,/,7.0,6.2,3.2,6.5,/,0.8
Cc1c(C)c2cc3c(C)coc3cc2oc1=O,3.2,-26.2,-48.6,0.7,-3.6,3.5,8.6,-26.7,8.0,-1.8
CCc1ccc(-c2cc(C(=O)Nn3cnnc3)c3ccccc3n2)cc1,-5.6,-7.1,-9.7,0.6,4.6,-8.0,6.1,-5.7,-0.9,2.9
O=[N+]([O-])c1ccc(Sc2cc[n+]([O-])c3ccccc23)c([N+](=O)[O-])c1,-19.8,1.7,-0.9,-0.1,-0.5,-4.5,8.8,-1.3,-2.1,-1.7
COc1ccccc1N1C(=O)CC(N(O)c2ccccc2)C1=O (centres undefined),5.7,6.4,9.1,117.5*,-2.0,-2.0,-14.1,0.8,-5.4,2.1
CCOC(=O)C1(CCOC)CCN(Cc2ccncc2)CC1,-4.7,-0.7,-8.2,-0.2,4.0,-3.0,-5.8,-1.1,-1.6,-1.4
COC(=O)CCC(=O)OC1(C)C(=O)C=C2C=C(C3CC3)N(Cc3ccccc3)C=C2C1=O (centres undefined),-0.2,-30.2,-8.0,3.4,4.4,1.5,25.5*,-3.9,-2.8,1.8

SMILES,ASAP1 inh,PLC-gamma1 inh,ADAM10 inh,proKLK7 act,DDE Tn6 FP inh,Tn7 DDE FP,TDP2 inh,ADAM17 inh,ARFGAP1 inhibitor,LEDGF integ inh
OCC#CCSc1nnc(-c2ccncc2)o1,6.6,1.6,-1.1,0.6,7.3,-2.5,-8.8,0.6,6.3,0.4
O=C(Nc1nnc([C@@H]2C[C@H](O)[C@@H](CO)O2)s1)c1ccc(Oc2ccccc2)cc1,-4.6,-6.9,14.9,-0.8,9.6,10.9,3.0,4.0,-2.5,0.1
O=C1NC(Cc2ccccc2)c2nc3ccc(F)cc3c(=O)n2-c2ccccc21 (centres undefined),7.3,0.0,9.0,0.5,10.8,7.2,-0.3,-0.9,-3.3,-1.8
CCc1nc2c(OCC(=O)c3ccc(Cl)cc3Cl)cccn2c1N(C)C(=O)c1ccncc1,-2.6,-6.5,-16.9,0.7,-2.3,-5.0,0.7,-2.1,8.9,-3.2
CN(CC(=O)Nc1ccccc1Cl)C(=O)c1cc(C2CC2)nn1-c1ccccc1,0.7,-4.6,-5.6,0.7,7.3,3.7,-0.9,-3.4,-2.8,-2.9
CCCCNc1nc2c(c(=O)n(Cc3ccccc3)c(=O)n2C)n1C,-6.8,-1.1,-1.9,-0.3,-3.4,-4.3,1.7,-7.3,5.8,-3.1
O=C(CNc1cc(S(=O)(=O)N2CCCC2)ccc1OCC(F)(F)F)Nc1cccc(C(F)(F)F)c1,5.5,0.6,26.0*,-1.2,-6.8,-7.0,-5.9,10.7*,8.5,1.9
COc1ccc(NC(=O)CC2C(=O)N(c3ccc(OC)cc3)C(=O)N2CCc2cccs2)cc1 (centres undefined),0.6,2.1,1.4,-0.5,-5.2,5.3,-5.1,1.4,-3.9,-1.2
CN(C)C(=O)c1ccc(NC(=O)COC(=O)C2(c3ccccc3)CCCC2)cc1,-5.2,-1.3,-4.3,0.2,1.8,-4.1,-2.1,0.6,2.4,1.9
CC1CCN(CCc2nc3cc(NS(=O)(=O)c4ccccc4)ccc3n2C)CC1,-7.7,-0.2,-24.7,-12.9,-0.6,-2.3,-10.4,-9.3,11.0,-4.8
O=C(Nc1ccc(Cl)cc1C(=O)N1CCCCC1)c1ccco1,-7.0,1.3,-3.3,-0.2,4.3,-3.6,6.5,2.1,12.5,-0.5
COc1ccc(C(=O)CSc2nc3ccc([N+](=O)[O-])cc3[nH]2)cc1,13.4,4.6,8.0,0.3,5.0,0.1,-11.2,3.2,3.3,-0.6
O=C(CCN1C(=O)/C(=C\C=C\c2ccccc2)SC1=S)Nc1ccccc1C(=O)O,12.6,-3.1,10.0,-0.7,-1.5,8.6,0.2,-4.2,17.0,-1.3
CCCCNC(=O)c1ccc2c(SCC(=O)O)c3c(nc2c1)CCCC3,18.0,-2.8,-1.7,-0.5,6.7,-0.4,11.6,-3.1,-3.5,-0.4
CCNc1nnc(CCn2nc(C)c(Br)c2C)s1,-5.0,6.5,5.8,-0.2,-4.1,1.1,-14.5,3.0,16.4,4.5

Molecules shown so far containing an aryl methoxy group (seven):
SMILES,ASAP1 inh,PLC-gamma1 inh,ADAM10 inh,proKLK7 act,DDE Tn6 FP inh,Tn7 DDE FP,TDP2 inh,ADAM17 inh,ARFGAP1 inhibitor,LEDGF integ inh
CCCOc1c(Br)cc(C2C3=C(CCCC3=O)N(CC)C3=C2C(=O)CCC3)cc1OC,7.0,-449.2,i,-1.3,-2.7,-41.7,3.1,-198.5,-10.1,3.0
COc1ccc(CN(C)CC(O)COC(c2ccc(OC)cc2)c2ccc(OC)cc2)cc1 (centres undefined),6.2,2.4,5.7,-0.1,-7.2,0.1,-22.6,-1.7,16.1,-2.0
COc1ccc(CCCc2nnc(SCC(=O)Nc3nc(C)cs3)n2C)cc1,-13.5,3.5,9.0,0.2,-5.8,-1.1,-13.0,0.9,-6.1,1.4
COc1ccc2nc(NC(=O)C3CCN(S(=O)(=O)c4cnc[nH]4)CC3)sc2c1,9.3,-1.2,-5.5,0.4,1.1,3.3,-3.8,-5.4,-0.6,-0.1
COc1ccccc1N1C(=O)CC(N(O)c2ccccc2)C1=O (centres undefined),5.7,6.4,9.1,117.5*,-2.0,-2.0,-14.1,0.8,-5.4,2.1
COc1ccc(NC(=O)CC2C(=O)N(c3ccc(OC)cc3)C(=O)N2CCc2cccs2)cc1 (centres undefined),0.6,2.1,1.4,-0.5,-5.2,5.3,-5.1,1.4,-3.9,-1.2
COc1ccc(C(=O)CSc2nc3ccc([N+](=O)[O-])cc3[nH]2)cc1,13.4,4.6,8.0,0.3,5.0,0.1,-11.2,3.2,3.3,-0.6
